# HepG2 viability: HepG2 cytotoxicity, counter-screen for TGF-b inhibitors; Potency, µM (top dose mostly 46.1 µM), for inactives: at the highest dose activity change, negative = cytotoxicity, most hits filed as cytotoxic; 0.76% of 410,000 active; HepG2 CAGA-GFP viability, ATP luminescence, 18 h; AID 588856; further: some results filed as inactive show a strong effect at the top dose
#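 CellTiter-Glo luminescence gave cytotoxicity after 18 hours at 37 degrees C. The cells were HepG2 CAGA-GFP in 1% FBS DMEM, stimulated with 500 pg/mL TGF-beta after compound addition. %Activity was normalised to no-cell wells (complete cell-killing) and DMSO (no toxicity), and curves were fitted and classified.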
# TGFb SMAD3 inh: blocks TGF-b signaling | Potency, µM (series often up to 46.1 µM), for inactives: top-dose activity, negative = inhibition, most hits filed as inhibitors | HepG2 CAGA-GFP TGF-b/SMAD3 reporter, GFP fluorescence, 18 h; TGF-beta stimulated, 500 pg/mL final | 1.2% of 410,000 active; further: on the % scale 0 is the no-effect control and ±100 the full control effect; nearly all actives have a fitted effect of over 65% in size
#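 Using HEPG2 CAGA-GFP reporter cells at 1000 cells/well, we pinned test compounds, stimulated with recombinant TGF-beta (500 pg/mL final) and measured total well GFP after 18 h.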
# MCF10A rerep: induces DNA re-replication in MCF 10a normal breast cells | 2.9% of 350,000 active | Potency, µM (highest dose often 46.1 µM), inactives show top-dose activity, positive = re-replication, hits mostly activators | MCF 10A DNA re-replication, Hoechst nuclear intensity, 48 h | AID 624296; further: % of control where 0% means no effect; nearly all actives have a fitted effect of over 50% in size
# EPAC2 antag: antagonists of human EPAC2; Potency, µM (doses to about 114 µM), without a hit: at the highest dose activity, negative = inhibition, most hits filed as inhibitors; Q8WZA2; EPAC2 GEF exchange of Rap1B-BODIPY-GDP, fluorescence; AID 720708; 0.18% of 360,000 active; further: on the % scale 0 is the no-effect control and ±100 the full control effect; nearly all actives have a fitted effect of over 45% in size; many of its hits are not listed in these tables
# Target sequence (Q8WZA2 whole entry, looked up): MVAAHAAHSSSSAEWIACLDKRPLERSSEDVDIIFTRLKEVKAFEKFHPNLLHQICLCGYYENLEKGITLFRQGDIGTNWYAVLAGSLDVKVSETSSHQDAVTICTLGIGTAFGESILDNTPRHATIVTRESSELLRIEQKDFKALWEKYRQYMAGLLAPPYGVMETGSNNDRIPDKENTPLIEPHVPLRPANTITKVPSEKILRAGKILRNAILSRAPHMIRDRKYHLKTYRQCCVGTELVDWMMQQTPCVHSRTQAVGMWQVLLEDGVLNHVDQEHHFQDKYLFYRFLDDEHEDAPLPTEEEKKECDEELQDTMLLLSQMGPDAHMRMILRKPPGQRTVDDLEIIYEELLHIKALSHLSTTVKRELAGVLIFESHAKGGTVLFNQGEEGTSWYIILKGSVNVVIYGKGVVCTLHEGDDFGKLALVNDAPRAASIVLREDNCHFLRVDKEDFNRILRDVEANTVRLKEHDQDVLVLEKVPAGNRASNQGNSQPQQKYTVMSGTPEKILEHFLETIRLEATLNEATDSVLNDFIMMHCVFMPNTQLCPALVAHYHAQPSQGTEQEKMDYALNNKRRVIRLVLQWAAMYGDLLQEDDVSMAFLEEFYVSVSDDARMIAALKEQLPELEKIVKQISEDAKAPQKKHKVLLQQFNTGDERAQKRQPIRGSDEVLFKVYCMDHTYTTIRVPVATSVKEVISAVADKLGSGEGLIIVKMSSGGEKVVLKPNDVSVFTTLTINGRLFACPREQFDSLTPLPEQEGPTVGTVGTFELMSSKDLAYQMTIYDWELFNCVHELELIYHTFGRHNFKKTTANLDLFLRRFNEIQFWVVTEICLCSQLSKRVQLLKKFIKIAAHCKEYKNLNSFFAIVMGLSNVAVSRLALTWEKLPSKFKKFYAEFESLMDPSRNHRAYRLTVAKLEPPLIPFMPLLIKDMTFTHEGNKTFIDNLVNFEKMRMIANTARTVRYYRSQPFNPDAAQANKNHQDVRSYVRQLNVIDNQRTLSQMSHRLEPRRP
# ATXN2 expr inh: reduces ATXN2 reporter expression in HEK-293 cells; 0.72% of 360,000 active; Potency, µM (series often up to 57 µM), for the others: at the highest dose activity change, negative = inhibition, usual class: inhibitors; HEK-293 ATXN2-luciferase reporter, luminescence, 24 h; further: on the % scale 0 is the no-effect control and ±100 the full control effect; nearly all actives have a fitted effect of over 55% in size
#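 ATXN2-luciferase reporter cells (luciferase flanked by upstream and downstream ATXN2 gene portions) were treated 24 h at 37 °C with compounds at up to 57 uM. SteadyGlo luminescence gave expression; GF-AFC fluorescence gave viability.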
# ATXN viability: viability counter-screen for ATXN expression inhibitors | S2 cells (HEK-293 line with an ATXN2-luciferase reporter) viability, CellTiter-Fluor protease fluorescence, 24 h | 0.49% of 400,000 active | AID 651635 | Potency, µM (titrated, usually from 56.7 µM), hits mostly cytotoxic; further: nearly all actives have a fitted effect of over 40% in size
# Nrf2 activator: Nrf2 pathway activation; AREc32 ARE-luciferase reporter (MCF7-derived line), luminescence, 24 h; Potency, µM (titrated, usually from 46.1 µM), inactives show at the highest dose activation, actives largely listed as activators; 0.31% of 410,000 active; further: % of control where 0% means no effect; nearly all actives have a fitted effect of over 65% in size
#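 AREc32 cells carrying an ARE-driven firefly luciferase, 1000 cells/well in OPTI-MEM with 5% FBS, dosed after overnight attachment and incubated 24 hr at 37 deg C. Steady-Glo luminescence read after 30 min at RT.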
# Nrf2 inh: blocks Nrf2 signaling | A549 ARE-Fluc reporter, luciferase luminescence, 18-24 h | Potency, µM (doses to about 46 µM), without a hit: at the highest dose activity change, negative = inhibition, hits mostly inhibitors | 2.1% of 360,000 active | AID 504444; further: on the % scale 0 is the no-effect control and ±100 the full control effect; nearly all actives have a fitted effect of over 60% in size
#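 Two sequential reads on A549 ARE_Fluc cells exposed to compound for 18-24 h: a CellTiter-Fluor fluorescence read for viability, then a luciferase luminescence read for Nrf2/ARE activity.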
# A549 tox: counter-screen for Nrf2 inhibitors: cytotoxicity in A549 cells. 0.16% of 390,000 active. AID 504648. Potency, µM (doses to about 46 µM), inactives show at the top dose activity change, negative = cytotoxicity, most hits filed as inhibitors. A549 ARE-Fluc cells, CellTiter-Fluor viability, 18-24 h; further: on the % scale 0 is the no-effect control and ±100 the full control effect
#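 A549 ARE-Fluc cells in 5% FBS OPTI-MEM, 5000 cells/well, rested 2 h then exposed to compounds in concentration-response for 18-24 h at 37 °C. Viability by CellTiter-Fluor fluorescence (Ex 405/Em 525) after 30 min; luciferase luminescence (BugLite, 15 min, RT) read afterwards.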
# Starred values were filed as active, the others as inactive; i = inactive; ? = inconclusive; nt = no result given; & = joins results of further samples; [ ] = dose if it differs, or a comment. The call rests on the fitted dose curve; in most records, active means well fitted curve in the direction sought with a large enough effect; inconclusive means small, poorly fitted or top-dose-only effect, or another doubt; inactive means no such curve, though single readings can be large; an effect the other way counts as inactive or inconclusive. Potency means the concentration at half of the fitted maximal effect.
nr	mol	Nrf2 activator	A549 tox	HepG2 viability	Nrf2 inh	EPAC2 antag	ATXN2 expr inh	TGFb SMAD3 inh	MCF10A rerep	ATXN viability
1	O=C(CCS(=O)(=O)c1cccc2nonc12)NC1CCCCCC1	-0.6%	-1%	-17%	-8%	0%	3%	0%	-4%	i
2	Cc1ccc(C(=O)N/C(=C/C=C\c2ccccc2)C(=O)NCc2ccco2)cc1	3.4%	-6%	-31%	-12%	-9%	5%	?	-3%	i
3	CCCCN(C(=O)c1cc(OC)c(OC)c(OC)c1)C1=CC2CCC(C1)N2C (stereo not drawn)	0.1%	-15%	-7%	5%	-1%	4%	-7%	4%	i
4	COc1ccc(NC(=O)Cn2c(C)cc3ccccc3c2=O)c(OC)c1	0.6%	2%	-20%	-4%[9.27 µM]	nt	11%	13%	nt	i
5	O=C(Cn1ncc(Cl)c(Cl)c1=O)NCC1CCCCC1	?	-3%	12%	14%	17%	?	?	5.8µM*	nt
6	CC(=O)c1cccc(N=C2NC(=O)CS2)c1	0.2%	-7%	10%	nt	-3%	1%	5%	1%	i
7	COc1ccc(S(=O)(=O)N(CC(=O)NCCSCc2ccccc2)c2ccc(C)cc2)cc1	-0.9%	5%	-24%	5%	nt	3%	5%	nt	i
8	CCOC(=O)C1=C(N)OC2=C(C(=O)CC(C)C2)C1c1cccnc1 (stereo not drawn)	-0.1%	2%	-2%	12%	13%	1%	-1%	-23%	i
9	O=c1c2c3c(sc2ncn1Cc1ccc(F)cc1)CCC3	0.5%	-2%	2%	2%	-2%	6%	4%	?	i
10	O=C(NNC(=O)c1ccccc1O)c1ccc(S(=O)(=O)Nc2ccccc2)cc1	0.0%	1%	-30%	-23%	-1%	?	-24%	0%	i
11	O=C(Nc1c(C(=O)O)[nH]c2ccccc12)NC1CCCCC1	11%	0%	-11%	9%	-2%	18%	-1%	12%	i
12	Nc1cc(CN2C(=O)c3ccccc3C2=O)cc(Cl)c1O	5.3%	-6%	4%	10%	11%	7%	0%	?	i
13	Nc1c(Cl)cc(C2=NCCn3nc4ccccc4c32)cc1Cl	5.9%	0%	-3%	-23%	-16%	-8%	3%	37%	i
14	CCc1ccc(NC(=O)[C@H](C)NC(=O)C2CCN(C(=O)[C@@H](NC(=O)OC(C)(C)C)C(C)C)CC2)cc1	3.3%	5%	-6%	24%	22%	nt	-19%	6%	i
15	CC(C)(C)NC(=O)C1c2ccccc2OCC(=O)N1CCCN1CCOCC1 (stereo not drawn)	-1.2%	nt	nt	nt	-2%	2%	nt	nt	i
16	COc1ccc(OC)c(C(c2nnnn2CCc2ccccc2)N2CCN(c3ccccc3)CC2)c1 (stereo not drawn)	-0.5%	-9%	-22%	?	-7%	-5%	21%	3%	i
17	CC(Sc1ncccn1)C(=O)N1CCc2ccccc21 (stereo not drawn)	1.9%	5%	1%	3%	-1%	-1%	12%	11%	i
18	Clc1ccc(COc2cccc(CNCc3ccncc3)c2)cc1	5.4%	-14%	-29%	?	3%	-25%	-13%	15%	i
19	O=C(OCC(=O)N1CCC(c2ccccc2)=N1)c1ccc(Cl)s1	0.8%	7%	10%	-13%	1%	nt	14%	-1%	i
20	Cc1ccc(C(=O)Nn2cnnc2)c(Cl)c1	-1.1%	1%	10%	6%	4%	nt	5%	4%	i
21	O=C(COC(=O)c1cnc(Cl)c(Cl)c1)NC1CCCC1	3.1%	nt	-15%	nt	4%	nt	-9%	nt	i
22	CC(C)(C)c1[nH]nc2c1C(c1ccc(OC(=O)c3ccco3)cc1)C(C#N)=C(N)O2 (stereo not drawn)	3.3%	-2%	-13%	3%	-10%	-23%	-7%	15%	?
23	CCOc1ccccc1-c1nc(SCC(=O)c2ccc(OC)c(Br)c2)n[nH]1	7.5%	6%	-20%	10%	nt	nt	19%	nt	nt
24	CC(C)(C)NC(=O)C(c1ccc(O)cc1)N(Cc1ccc2c(c1)OCO2)C(=O)CCl (stereo not drawn)	0.3%	nt	4%	nt	0%	nt	-8%	nt	i

# A second format for 13 compounds above:
# Results follow in this order: Nrf2 activator | A549 tox | HepG2 viability | Nrf2 inh | EPAC2 antag | ATXN2 expr inh | TGFb SMAD3 inh | MCF10A rerep | ATXN viability
9. O=c1c2c3c(sc2ncn1Cc1ccc(F)cc1)CCC3
 : 0.5% | -2% | 2% | 2% | -2% | 6% | 4% | ? | i
10. O=C(NNC(=O)c1ccccc1O)c1ccc(S(=O)(=O)Nc2ccccc2)cc1
 : 0.0% | 1% | -30% | -23% | -1% | ? | -24% | 0% | i
11. O=C(Nc1c(C(=O)O)[nH]c2ccccc12)NC1CCCCC1
 : 11% | 0% | -11% | 9% | -2% | 18% | -1% | 12% | i
12. Nc1cc(CN2C(=O)c3ccccc3C2=O)cc(Cl)c1O
 : 5.3% | -6% | 4% | 10% | 11% | 7% | 0% | ? | i
13. Nc1c(Cl)cc(C2=NCCn3nc4ccccc4c32)cc1Cl
 : 5.9% | 0% | -3% | -23% | -16% | -8% | 3% | 37% | i
14. CCc1ccc(NC(=O)[C@H](C)NC(=O)C2CCN(C(=O)[C@@H](NC(=O)OC(C)(C)C)C(C)C)CC2)cc1
 : 3.3% | 5% | -6% | 24% | 22% | nt | -19% | 6% | i
15. CC(C)(C)NC(=O)C1c2ccccc2OCC(=O)N1CCCN1CCOCC1 (stereo not drawn)
 : -1.2% | nt | nt | nt | -2% | 2% | nt | nt | i
16. COc1ccc(OC)c(C(c2nnnn2CCc2ccccc2)N2CCN(c3ccccc3)CC2)c1 (stereo not drawn)
 : -0.5% | -9% | -22% | ? | -7% | -5% | 21% | 3% | i
17. CC(Sc1ncccn1)C(=O)N1CCc2ccccc21 (stereo not drawn)
 : 1.9% | 5% | 1% | 3% | -1% | -1% | 12% | 11% | i
18. Clc1ccc(COc2cccc(CNCc3ccncc3)c2)cc1
 : 5.4% | -14% | -29% | ? | 3% | -25% | -13% | 15% | i
19. O=C(OCC(=O)N1CCC(c2ccccc2)=N1)c1ccc(Cl)s1
 : 0.8% | 7% | 10% | -13% | 1% | nt | 14% | -1% | i
20. Cc1ccc(C(=O)Nn2cnnc2)c(Cl)c1
 : -1.1% | 1% | 10% | 6% | 4% | nt | 5% | 4% | i
21. O=C(COC(=O)c1cnc(Cl)c(Cl)c1)NC1CCCC1
 : 3.1% | nt | -15% | nt | 4% | nt | -9% | nt | i

# Continuation:
nr	mol	Nrf2 activator	A549 tox	HepG2 viability	Nrf2 inh	EPAC2 antag	ATXN2 expr inh	TGFb SMAD3 inh	MCF10A rerep	ATXN viability
25	CC(=O)Nc1ccc(N/C=C(\C=O)c2nc3ccccc3o2)cc1	14%	4%	-5%	?	-4%	24%	-1%	?	nt
26	COc1ccc(NC(=O)CCS(=O)(=O)c2cc3c(cc2C)NC(=O)CO3)cc1Cl	1.4%	0%	-51%	-7%	nt	-4%	-1%	nt	?
27	Cc1ccc(-c2nc(NCc3ccco3)n(C(=O)c3ccco3)n2)cc1	2.5%	-3%	2%	4%	0%	45%[activator]	-4%	-1%	i
28	CC(C)(C)NC(=O)C(=O)NCc1ccccn1	0.3%	0%	1%	?	-4%	6%[11.3 µM]	6%	-10%	i
29	Cn1cnnc1SCC(=O)c1c(N)n(Cc2ccccc2)c(=O)n(C)c1=O	-0.8%	0%	24%	-2%	-2%	-16%[11.3 µM]	7%	0%	i
30	C=CCSc1nc(=O)n2ccccc2n1	-0.7%	7%	-1%	-1%	4%	-20%	3%	0%	i
31	CCn1c(SCC(=O)N2CCC(C)CC2)nc2c1c(=O)n(C)c(=O)n2C	0.3%	-2%	-12%	4%	-3%	-4%	13%	6%	i
32	COc1ccc(CNC[C@H]2O[C@@H](n3cnc4c(N)ncnc43)[C@H](O)[C@@H]2O)cc1OC	0.4%	1%	8%	14%	3%	9%	7%	-11%	i
33	COc1ccccc1CNC(=O)COC(=O)c1cnccn1	-1.0%	0%	10%	5%	15%	-4%	-12%	17%	i
34	CCCCn1c(N)c(N(CCOC)C(=O)c2cnccn2)c(=O)[nH]c1=O	-0.2%	-5%	-2%	14%	5%	4%	13%	-1%	i
35	CCCOC(=O)c1ccc(NC(=O)C2CC(=O)N(c3ccc(C)cc3)C2)cc1 (stereo not drawn)	-2.0%	2%	-2%	nt	nt	-9%	1%	nt	i
36	CC(C)OC(=O)Nc1ccc2c(c1)N(C(=O)CCN1CCN(CCO)CC1)c1ccccc1CC2	0.6%	0%	-12%	3%	8%	-1%	4%	0%	i
37	Nc1nc(NC(=O)c2ccc(F)cc2)ns1	7.6%	3%	5%	-6%	5%	2%	-30%	1%	i
38	COC(=O)c1cccc(NC(=O)Nc2ccc(Cl)cc2Cl)c1	-0.1%	-6%	-6%	-12%	-5%	14%	5%	?	i
39	COc1cccc(CNC(=O)CCCn2c(=S)[nH]c3cc4c(cc3c2=O)OCO4)c1	-0.9%	-4%	-27%	-1%	-7%	nt	-26%	13%	?
40	Cc1cccc(-c2nc3c(C#N)c[nH]n3c2NC2CCCCC2)c1	0.2%	-14%	-11%	?	nt	44%[activator]	-6%	nt	i
41	CCOC(=O)/C(C#N)=N/Nc1ccccc1OC	0.2%	-11%	4%	5%	10%	26%	7%	2%	i
42	Nc1nnc(SCC(=O)Nc2cccc(Cl)c2)s1	-0.6%	4%	10%	1%	2%	9%	4%	0%	i
43	COc1ccc(C(=O)NCC(=O)OCc2ccc([N+](=O)[O-])cc2)cc1	0.4%	-2%	-7%	?	28%	-19%	1%	-2%	i
44	COc1ccc(NC(=O)CN(C)S(=O)(=O)c2ccc3c(c2)CCC(=O)N3)c(OC)c1	-0.7%&-0.1%	-8%&2%	5%&-1%	-8%&-5%	-4%	9%&1%	-20%&0%	-2%	i
45	CC1CCN(c2nc3ccc(C(=O)NCc4ccccc4Cl)cc3s2)CC1	-0.8%	1%	5%	-27%	nt	76%[activator]	?	nt	i

# Some of the compounds tested; count on the stated rates, not on these rows.
